TNAP inh noacc – inhibitors of human TNAP without phosphate acceptor | purified TNAP, CDP-star luminescence, 30 min | 200,000 compounds, 0.26% hits | inhibition, % at 20 µM | P05186;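 active = tissue-nonspecific alkaline phosphatase inhibition above about 50% at 20 µM in the single-dose screen, limit read from the data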;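 note: 0% = DMSO negative control and 100% = EDTA positive control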
Target sequence (P05186 whole entry, looked up): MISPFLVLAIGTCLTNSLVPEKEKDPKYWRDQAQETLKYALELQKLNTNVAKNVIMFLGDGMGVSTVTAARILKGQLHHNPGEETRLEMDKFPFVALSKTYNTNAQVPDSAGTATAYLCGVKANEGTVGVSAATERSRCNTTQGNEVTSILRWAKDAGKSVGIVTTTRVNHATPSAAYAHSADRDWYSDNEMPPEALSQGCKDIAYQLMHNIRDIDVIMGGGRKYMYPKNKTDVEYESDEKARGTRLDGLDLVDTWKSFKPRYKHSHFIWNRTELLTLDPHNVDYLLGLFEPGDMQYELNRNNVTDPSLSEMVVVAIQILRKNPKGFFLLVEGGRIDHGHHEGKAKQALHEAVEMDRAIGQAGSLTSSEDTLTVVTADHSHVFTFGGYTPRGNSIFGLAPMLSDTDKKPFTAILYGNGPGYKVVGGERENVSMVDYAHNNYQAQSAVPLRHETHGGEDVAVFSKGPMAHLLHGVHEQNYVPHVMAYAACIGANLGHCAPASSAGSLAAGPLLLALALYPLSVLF
bIAP inhibitor – blocks bovine intestinal alkaline phosphatase activity. inhibition, % at 20 µM. 190,000 tested, under 10 active. purified bovine IAP, CDP-star luminescence, 30 min;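 active = over 50% inhibition of intestinal alkaline phosphatase at 20 µM in the single-dose screen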
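Assay system: bovine IAP enzyme; medium: DEA buffer 100 mM, pH 9.8, with MgCl2 1.0 mM, ZnCl2 0.02 mM; doses: 20 µM single dose; incubation: enzyme reaction for 30 min at room temperature; detection: CDP-star luminescence signal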
TNAP inh hiacc – TNAP (human) inhibition, high acceptor; purified TNAP, CDP-star luminescence, 1 M DEA; 200,000 compounds, 0.03% hits; inhibition, % at 20 µM; P05186; AID 1135;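 active = over 50% inhibition of tissue-nonspecific alkaline phosphatase at 20 µM in the single-dose screen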;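 note: plate controls were DMSO wells for no effect and EDTA-quenched wells as full inhibition for full effect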
Diaph act CS – activates diaphorase or chemically reduces, flagging diaphorase assay artifacts. Diaphorase/resazurin coupled assay, resorufin fluorescence, 16 min; stronger effect = higher value; 1 = vehicle wells, 0 = NADH-free wells. activation factor at 20 µM. 190,000 compounds, 0.005% hits;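 active = diaphorase activity raised at least twofold by the compound at 20 µM; inactive = activation factor below 2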
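test system = bacterial diaphorase enzyme (C. kluyveri) | quantity = enzyme 0.07 U/mL final | reagent = NADH substrate 0.114 mM plus resazurin dye 0.1 mM, final | incubation = 16 min enzyme reaction, ambient temperature | buffer or medium = HEPES pH 7.4 buffer with MgCl2 and Tween 20 | signal = fluorescence of resorufin, 544 nm excitation, 590 nm emission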
Lmaj promast – inhibitors of Leishmania major promastigote growth; Leishmania major promastigotes, resazurin fluorescence viability; inhibition, % at 10 µM; 200,000 compounds, 9% hits; in the data active = inhibition above about 50%;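 note: promastigotes grown with compound for 44 hours at 28 °C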
PMI activator – activators of human phosphomannose isomerase | P34949 | purified human PMI, coupled resazurin fluorescence, 20 min; stronger effect = higher value; 1 = vehicle control, 0 substrate-free wells | activation factor at 20 µM | 190,000 compounds, 0.005% hits;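 active = activation factor of 2 or more at 20 µM, relative to plate controls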
Target sequence (P34949 whole entry, looked up): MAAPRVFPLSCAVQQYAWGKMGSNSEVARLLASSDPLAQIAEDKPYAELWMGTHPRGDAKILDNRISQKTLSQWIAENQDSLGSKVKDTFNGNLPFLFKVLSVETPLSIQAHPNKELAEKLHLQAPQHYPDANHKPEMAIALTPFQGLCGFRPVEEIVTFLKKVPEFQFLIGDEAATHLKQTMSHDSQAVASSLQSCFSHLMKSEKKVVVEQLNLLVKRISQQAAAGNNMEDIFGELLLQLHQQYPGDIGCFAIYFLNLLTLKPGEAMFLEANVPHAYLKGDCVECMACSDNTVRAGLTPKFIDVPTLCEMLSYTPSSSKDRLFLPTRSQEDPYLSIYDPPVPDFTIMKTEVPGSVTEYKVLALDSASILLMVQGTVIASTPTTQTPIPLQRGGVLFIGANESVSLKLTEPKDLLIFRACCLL
TNAP act hiacc – increases human TNAP activity under high phosphate acceptor concentration. purified TNAP, CDP-star luminescence, 1 M DEA, 30 min; stronger effect = higher value; 0 = EDTA background, 1 = DMSO-only activity. activation factor at 20 µM. 200,000 tested, under 10 active;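 active = activation factor at least 2 at 20 µM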
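Control set: EDTA negative control, DMSO positive control / Assay system: human TNAP / Quantity: TNAP 1/800 final / Evaluation: TNAP activation factor scaled between EDTA and DMSO control wells / Measured by: luminescent substrate turnover signal / Compound dosing: one dose, 20 µM / Times: 30 min enzyme reaction at room temperature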
PMI act satM6P – increases human PMI activity with near-saturating mannose 6-phosphate; coupled PMI enzyme assay, resazurin fluorescence, 20 min; stronger effect = higher value; 1 = untreated enzyme, 0 = substrate-free blank; 190,000 compounds, 0.34% hits; AID 1216; activation factor at 20 µM;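 active = activation factor of 2 or more at 20 µM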
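Test system: human phosphomannose isomerase with PGI, G6PDH, diaphorase coupling enzymes; amount: 15 ng/mL PMI; incubation: enzyme reaction with compound 20 min at room temperature; technique: resorufin fluorescence (Ex 544/Em 590 nm) from resazurin via diaphorase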
bIAP act – intestinal alkaline phosphatase (bovine) activation | AID 1016 | purified bovine IAP, CDP-star luminescence, 30 min; stronger effect = higher value; fold of DMSO-control signal, blank-subtracted | 200,000 compounds, 0.17% hits | activation factor at 20 µM;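 active = activation factor of 2 or more at 20 µM, a signal rise over negative controls twice the positive control's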
Diaphorase inh – diaphorase inhibition or chemical oxidation counter-screen; diaphorase resazurin-to-resorufin fluorescence, NADH, 16 min; bacterial (C. kluyveri) enzyme, not human; inhibition, % at 20 µM; 190,000 compounds, 0.69% hits;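 active = primary screen inhibition at 20 µM above a set limit, cut at about 50% in these data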;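 note: plate controls were DMSO with full reaction for no effect and wells lacking NADH for full effect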
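System: Bacterial diaphorase enzyme (C. kluyveri) | Incubation: 16-min room-temperature incubation before reading | Benchmarks: No-NADH positive control and DMSO neutral control | Measured by: Resorufin fluorescence 544/590 nm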
The depositor's hits bear a star.

SMILES	TNAP inh noacc	bIAP inhibitor	TNAP inh hiacc	Diaph act CS	Lmaj promast	PMI activator	TNAP act hiacc	PMI act satM6P	bIAP act	Diaphorase inh
CCOC(=O)C1=C(C)NC(=O)NC1c1cn(-c2ccccc2)nc1-c1cccs1 (stereo unspecified)	-9	-2	-5	0.8	7	1	1	0.9	1	20
C=CCSC1=N/C(=C\c2ccc(C)o2)C(=O)S1	6	36	4	0.8	-7	0.9	1	0.9	0.6	18
COCCNC(=O)CN(CCc1ccccc1)S(=O)(=O)c1ccc(OC)cc1	-13	1	1	0.9	-7	1	1	1	1	7
CC(=O)Nc1ccc(C2=NN(C)C(=NCc3ccccc3)SC2)cc1	-5	-12	-4	0.9	67*	1.3	1	1.2	1.1	12
CC(C)(C)c1ccc(/C=N/OCC(=O)NCc2ccccc2)cc1	-2	10	-4	0.7	3	0.8	1	0.9	0.9	26
Cc1cc(C)cc(NC(=S)Nc2cccc3cnccc23)c1	-6	8	-2	0.7	28	0.3	1	0.4	0.9	34
Fc1ccccc1OCC1CCCN(Cc2nc(CC3CC3)no2)C1 (stereo unspecified)	-11	-5	-7	0.7	-5	0.9	1.1	0.9	1.1	26
COc1ccc(/C=C/C(=O)NCCOc2ccc(C)cc2)cc1	-2	-13	3	0.9	-4	0.9	1	0.9	1.1	13
CCN(CC)S(=O)(=O)c1ccc(/C=C/C(=O)OCC(=O)Nc2cccc3ccccc23)cc1	-5	8	4	0.9	17	0.9	1	1	0.9	7
Nc1ccc2c(c1)-c1ccccc1S(=O)(=O)N2	-5	8	5	0.7	-8	1	0.9	0.5	0.9	30
CCN1CCN(CCCN(Cc2ccco2)C(=S)Nc2cccc(Cl)c2C)CC1	-9	-1	-3	1	38	1.1	1	1	1	3
CC(C)Cn1c(N)c(C(=O)COC(=O)c2ccncc2)c(=O)n(C)c1=O	-6	-8	-6	0.9	-2	1	1.1	0.9	1.1	12
CCC(C)NC(=O)Cn1c(=O)n(-c2ccc(OC)cc2)c(=O)c2ccc(C(=O)NCc3ccc(C)cc3)cc21 (stereo unspecified)	-24	-6	-2	1	-13	1	1	1	1.1	1
CN(CC(O)CN)CC(O)CN1CCCCC1 (stereo unspecified)	-30	-15	-6	1.1	3	1.1	1.1	1.1	1.2	-8
COc1ccc(-n2nnc3c(=O)n(CC(=O)Nc4cc(C)on4)cnc32)cc1	-6	-9	-1	1.1	-6	1	1	1	1.1	-6
CC(C)OC(=O)CN1CCN(S(=O)(=O)c2cc(Cl)ccc2Cl)CC1	-7	-5	-8	1.1	14	1	1.1	1.1	1.1	-6
CC1CC(C)(C)NC(=S)N1CCC(=O)N1CCN(c2ccccc2)CC1 (stereo unspecified)	-2	15	-5	1	7	1	1	1	0.8	-4
CCCOc1ccc(C(=O)NCCC(=O)NCCCC(=O)OCC)cc1	-10	-4	-8	1.1	-2	1	1.1	1.1	1	-8
O=C(CSc1ncnc2c1cnn2-c1ccc(F)cc1)NCc1ccc2c(c1)OCO2	2	10	-4	1.2	63*	1.1	1	1	0.9	-19
COc1ccc(NC2=Nc3ccccc3CC2)cc1	-8	12	0	0.9	35	0.9	1	0.9	0.9	10
C=CCOc1ccc(C2C(C#N)=C(N)N(Nc3ccccc3)C3=C2C(=O)CCC3)cc1OC (stereo unspecified)	-8	1	-8	0.7	96*	0.9	1.1	0.7	1	25
CCOC(=O)N1CCN(C(=O)CN(c2ccccc2OC)S(=O)(=O)c2ccc(C)cc2)CC1	-10	-5	-2	1.1	-6	1	1	1.1	1	-5
COc1ccccc1N1CCN(C(c2ccccn2)c2nnnn2C2CCCCC2)CC1 (stereo unspecified)	-6	-2	-7	0.9	18	1	1.1	1	1	5
Cc1ccccc1C(=O)N1CCN(c2ccc([N+](=O)[O-])c(NCc3cccnc3)c2)CC1	1	6	14	0.9	25	0.9	0.9	0.9	0.9	9
COc1ccccc1/C=N\Nc1cn[nH]c(=O)c1Cl	-7	-1	0	0.9	3	1	1	1	1	14
Cc1ccc(CNC(=O)C2CCN(S(=O)(=O)c3c(C)noc3/C=C/c3ccco3)CC2)cc1	6	-1	-4	0.8	93*	0.8	1	0.9	1	20
COC(=O)c1ccccc1NC(=O)Nc1cccs1	-10	-20	-3	0.7	-4	1.1	1	1.2	1.2	26
COc1ccc(NC(=O)NCCCN2CCCC2=O)c(OC)c1	-14	0	-7	1	-3	1	1.1	1	1	-3
COc1ccc(CNS(=O)(=O)NCc2ccc(C)cc2)cc1OC	-12	8	-8	0.9	-1	1	1.1	1	0.9	14
Cc1cc(C(=O)COC(=O)CCC(=O)c2ccc3c(c2)OCCO3)c(C)n1Cc1ccco1	-5	2	-7	0.8	-6	0.8	1.1	0.9	1	25
CCOC(=O)N1CCN(C(=O)CN(C)S(=O)(=O)c2ccc3c(c2)C(C)(C)C(=O)N3C)CC1	-13	-8	-7	0.9	0	1.1	1.1	1	1.1	5
N#CCCn1c(SCC(=O)NCC2CCCO2)nc2ccccc21 (stereo unspecified)	-13	-2	-4	0.8	-2	0.9	1	0.9	1	18
O=C(NCCCN1CCCCCC1)c1ccc2c(c1)NC(=O)C(N1CCOCC1)S2 (stereo unspecified)	-11	-3	-4	1.2	-1	1	1	1	1	-19
COc1ccc(NS(=O)(=O)c2cc(NC(=O)[C@@H](NC(=O)c3ccccc3)C(C)C)ccc2C)cc1	-8	-10	-2	0.9	41	1	1	1	1.1	8
O=C(CCCC(=O)NC1CCCC1)NC1CCCC1	-23	20	-4	0.9	-4	1.1	1	1	0.8	11
COc1ccc(NC(=O)c2cc3c(s2)CCC3)cc1S(=O)(=O)N1CCOCC1	-20	-5	-3	0.7	16	0.8	1	0.9	1	30
O=S(=O)(Nc1cccc(-c2cn3cccnc3n2)c1)c1ccc(-c2ccccc2)cc1	2	0	2	0.9	1	0.9	1	1	1	8
Cc1ccc2ccc(C(Nc3cccc(C(F)(F)F)c3)c3cccnc3)c(O)c2n1 (stereo unspecified)	-42	-33	-8	0.8	100*	0.9	1.1	1	1.3	19
CC(C)C(NC(=O)C1CCCCC1)C(=O)N1CCN(c2ccc(F)cc2)CC1 (stereo unspecified)	-10	2	-2	0.9	10	0.9	1	1	1	13
COc1ccc(C(=O)Nn2c(SCC(=O)c3ccc(Cl)cc3)nc3ccccc3c2=O)cc1	-10	-4	-3	1	8	0.9	1	1	1	1
Cc1cc(C)cc(N(CC(=O)NCCSCc2ccccc2)S(C)(=O)=O)c1	-7	-11	-4	1	5	1	1	1.1	1.1	3
CN1CCN(CCc2nc3cc(NC(=O)COc4ccccc4)ccc3n2C)CC1	6	-3	-1	0.9	4	0.9	1	0.6	1	9
C/[N+]([O-])=C/c1c(OCc2ccc(Cl)cc2Cl)ccc2ccccc12	-6	6	-4	0.9	-3	1	1	0.9	0.9	10
CN(Cc1nc(Cc2ccccc2F)no1)Cc1cccc2ncccc12	-2	-7	1	0.9	0	0.9	1	0.9	1.1	13
N#CC(=C1Nc2ccccc2N1)S(=O)(=O)c1ccccc1	-6	-10	-4	1.2	0	1.1	1	1.1	1.1	-15
O=C(Oc1ccccc1)c1cccc(N2C(=O)CCC2=O)c1	-10	-12	-7	0.9	-6	1	1.1	1	1.1	7
Cc1ccc(N2CC(C(=O)Nc3nnc(C(C)C)s3)CC2=O)cc1 (stereo unspecified)	-12	8	-5	0.9	-8	1	1	1	0.9	10
CC(C)(C)C(=O)/C=C/Nc1ccccc1O	-6	24	1	0.8	98*	0.9	1	0.9	0.8	17
CCCSCCCNC(=O)c1cc2c(s1)CS(=O)(=O)C2	-4	-3	-5	1	1	0.9	1	0.9	1	-2
NNC(=O)CCN1CCN(Cc2ccccc2)CC1	-5	-28	-5	1.1	-4	1	1.1	0.9	1.3	-15

Whole records as entered above. Values in the order: TNAP inh noacc	bIAP inhibitor	TNAP inh hiacc	Diaph act CS	Lmaj promast	PMI activator	TNAP act hiacc	PMI act satM6P	bIAP act	Diaphorase inh
`CCCSCCCNC(=O)c1cc2c(s1)CS(=O)(=O)C2` is listed as -4	-3	-5	1	1	0.9	1	0.9	1	-2
`CN(Cc1nc(Cc2ccccc2F)no1)Cc1cccc2ncccc12` is listed as -2	-7	1	0.9	0	0.9	1	0.9	1.1	13
`Cc1cc(C)cc(N(CC(=O)NCCSCc2ccccc2)S(C)(=O)=O)c1` is listed as -7	-11	-4	1	5	1	1	1.1	1.1	3
`O=C(Oc1ccccc1)c1cccc(N2C(=O)CCC2=O)c1` is listed as -10	-12	-7	0.9	-6	1	1.1	1	1.1	7

Additional structures.
SMILES	TNAP inh noacc	bIAP inhibitor	TNAP inh hiacc	Diaph act CS	Lmaj promast	PMI activator	TNAP act hiacc	PMI act satM6P	bIAP act	Diaphorase inh
COc1cc(Cl)c(C)cc1NC(=O)CSc1ccc(C)cc1	-7	2	-2	0.8	-2	0.8	1	0.8	1	18
Nc1nc(F)cc(NCc2ccccc2)n1	-7	9	2	0.9	-3	0.9	1	0.9	0.9	10
COc1ccc(OC)c(C2(O)CSC(=Nc3cccnc3)N2Cc2ccco2)c1 (stereo unspecified)	-10	-19	-2	0.9	16	1	1	0.9	1.2	6
CC(C)(NO)/C(=N/O)c1cccs1	-10	9	-3	1	-4	1	1	1	0.9	-3
Cc1ccc(/C=C/S(=O)(=O)NCc2ccc(F)cc2)cc1	-16	4	-1	1	-10	1.1	1	1.1	1	0
CCOCCCN(C(=O)Cn1nnc(-c2ccc(OC)c(OC)c2)n1)C(CC)C(=O)NC1CCCC1 (stereo unspecified)	-11	-22	-1	1	-1	1.1	1	1	1.2	-2
Cc1cc2c(cc(C(=O)OCC(=O)NCc3ccco3)n2C)s1	-11	0	-5	1.1	0	1	1	1.1	1	-11
CCc1nnc(NC(=O)CSc2nnc(-c3ccccc3O)n2-c2ccc(C)cc2)s1	-3	0	-3	0.9	-3	1.1	1	1	1	12
Nc1ccc(C(=O)OCC(=O)Nc2cc([N+](=O)[O-])ccc2F)cc1	-3	27	1	0.9	1	1	1	0.9	0.7	11
Cc1ccc(OCc2ccc(C(=O)Nc3c(C)nn(Cc4c(F)c(F)c(F)c(F)c4F)c3C)o2)c([N+](=O)[O-])c1	-8	7	-6	0.8	92*	0.9	1.1	0.9	0.9	24
